Compound activity deposited in PubChem BioAssay by several laboratories.
AI-2 QS mod = modulates the Vibrio harveyi AI-2 quorum sensing system. 0.4% of 300,000 active. activity change, % at 7.5 µM. AID 2094. Vibrio harveyi JMH597 AI-2 luminescence/OD600 ratio, 9 h; hits give low values; strain lacks LuxN and CqsS sensors; 0 = neutral-control median; in the data active = activity change below about -75%, passing the limit was not always enough; inconclusive = no clear call, values can overlap the other calls;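 note: luminescence divided by OD600 gain over 9 h not by final OD600 alone; inactives centre near 13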
SKKanGAS inh = blocks kanamycin growth of S. pyogenes SKKanGAS strain. BacTiter-Glo, 6 h. inhibition, % at 7.5 µM. 1.3% of 300,000 active. AID 1662;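 active = mean replicate score, as percent of positive control median, at least 50; inconclusive = mean below 50 but one replicate at or above 50; inactive = mean and every replicate below 50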;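 note: strain carries kanamycin resistance gene driven by streptokinase promoter and grows in 40 µg/ml kanamycin; loss of luminescence reflects streptokinase promoter inhibition or plain growth inhibition; 0% = median of DMSO wells and 100% = positive control at its reference dose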
HSP90 refold inh = inhibitors of HSP90 luciferase refolding in rabbit reticulocyte lysate | inhibition, % at 5.6 µM | luciferase refolding luminescence, 3 h | 0.91% of 290,000 active;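 active = inhibition above the screen-wide mean plus 3 SD, computed separately per campaign, cut at about 16% in these data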;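 note: 0% = DMSO wells and 100% = 60 µM geldanamycin wells; inhibitors lower the luminescence because luciferase stays unfolded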
HIF activator = HIF pathway transcriptional activation | U2OS HRE-luciferase reporter, luminescence; normalized: DMSO 0%, desferrioxamine 100% | activation, % at 7.5 µM (by protocol) | 0.32% of 300,000 active;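 active = mean activation of at least 10% of the iron chelator positive control signal, with at least half of replicates also reaching 10%; inconclusive = mean and replicate majority disagree about reaching 10%; inactive = mean and most replicates under 10%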
HSF1 inhib = HSF1 inhibition. NIH3T3-HGL HSE-luciferase, MG132-induced, luminescence 8 h; hits give low values. activity change, negative = inhibition, % at 7.5 µM (by protocol). 0.77% of 300,000 active. AID 2098;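 active = more than half of replicate wells show activity change below -50%, luminescence cut by over half; inconclusive = some wells, but at most half, below -50%; inactive = no replicate well below -50%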;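 note: luciferase reports HSF-1 transcriptional activity via heat shock element; 0% = median of DMSO wells and -100% = zero luminescence signal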
Platelet DG rel = modulates dense granule release in human platelets; 0.22% of 300,000 active; inhibition, %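 (compounds screened at 7.5 µM in platelet-rich plasma)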; AID 1663; human platelet-rich plasma, SFLLRN dense granule ATP release, luminescence;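 active = mean replicate score, as percent of positive control, at or above 50; inconclusive = mean below 50 but at least one replicate at or above 50; inactive = mean and every replicate below 50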
HSF-1 act = increases HSF-1 driven luciferase reporter signal. NIH3T3-HGL HSF-1 luciferase reporter, MG132, 8 h; 100% = twice DMSO control signal. activation, % at 9 µM. 1.7% of 300,000 active. AID 504408;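 active = mean replicate activation of at least 50% with a set share of replicates each reaching 50%; inconclusive = only one of those two conditions met; inactive = mean below 50% and too few replicates reaching it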;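 note: 0% = median of the neutral control wells and 100% = twice that signal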
KLF5 inhibitor = suppresses KLF5 promoter-driven expression; AID 1700; inhibition, % at 5 µM; 0.23% of 290,000 active; DLD-1 KLF5 promoter-luciferase reporter, luminescence;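 active = inhibition above a per-plate limit of that plate's mean compound inhibition plus 3 SD, cut at about 60% in these data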;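 note: 0% = DMSO wells and 100% = LY294002 at 200 µM; higher means less KLF5 promoter-driven luciferase light; inactives centre near -14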
aSyn 5UTR inh = 5' untranslated region of α-synuclein, MLPCN primary screen; alpha-synuclein 5'UTR reporter, inhibitor activity; inhibition, % (tested at 7.5 µM); 0.82% of 300,000 active; AID 1813; in the data active = inhibition above about 60%; inconclusive = no clear call, values can overlap the other calls;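 note: H4 neuroglioblastoma cells stably carrying SNCA 5'UTR luciferase fusion; 0% = DMSO wells and 100% = positive control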
IEC-6 cytotox = kills IEC-6 intestinal cells in KLF5 counter-screen; IEC-6 cytotoxicity, luminescence viability; inhibition, % at 5 µM; 0.78% of 290,000 active; in the data active = inhibition above about 22%;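 note: 0% = plate median of test compound wells and 100% = cytotoxic reference compound wells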
* = called active by the depositor; ? = inconclusive; / = no result given.

mol	HSP90 refold inh	HSF-1 act	KLF5 inhibitor	HIF activator	AI-2 QS mod	Platelet DG rel	IEC-6 cytotox	SKKanGAS inh	aSyn 5UTR inh	HSF1 inhib
COC(=O)c1[nH]c2ccccc2c1NC(=O)CN1CCC(C(N)=O)(N2CCCCC2)CC1	2.6	2.8	7.2	-0.2	4.6	-0.5	-5.8	-0.2	29.8	-1.6
CCn1c(=O)c(C(=O)NNC(=O)Cc2ccccc2)c(O)c2ccccc21	2.0	?	-6.6	-0.3	/	-2.9	1.1	54.3*	4.2	12.2
O=C1N(c2cccc(Cl)c2)C(c2ccc(Cl)cc2)N2CCCN12 (centres undefined)	-3.5	6.3	5.9	1.4	3.4	27.0	-0.9	6.0	-18.2	1.1
O=C(NCCN1C(=O)S/C(=C\c2cccs2)C1=O)c1ccco1	-1.8	28.3	-14.3	-0.1	48.9	-12.4	0.7	-1.4	-25.4	3.6
O=C(CNCCO)N1N=C(c2cccs2)CC1c1cccs1 (centres undefined)	2.8	/	-41.1	-0.2	27.3	-4.5	-1.1	0.5	26.1	/
Cc1c(Br)c(C(F)(F)F)nn1CC(=O)NCc1ccco1	-2.9	-1.8	-20.6	-0.1	18.5	6.4	-0.4	5.5	7.7	0.0
O=C(CSc1ccccc1)N1CCN(c2ccccc2)CC1	2.9	-6.0	-30.3	1.4	2.2	6.0	-1.1	-3.3	-46.9	0.8
COc1ccc(NC(=O)Cn2c(=O)sc3ccccc32)cc1	6.3	3.4	1.3	-0.2	21.7	-0.9	1.2	4.1	-21.0	6.5
O=C(NC1=NCCS1)c1ccc(C(F)(F)F)cc1	-1.9	22.4	-114.5	1.7	22.9	5.2	12.1	-1.7	-122.5	8.5
COc1ccc(-n2cnnc2SCC(=O)NC2CCS(=O)(=O)C2)cc1 (centres undefined)	1.8	4.8	-51.5	0.2	12.0	0.0	-1.7	-3.9	16.2	4.0
Cc1ccc2[nH]c(=O)c(CN(CC3CCCO3)C(=S)NCc3ccco3)cc2c1 (centres undefined)	8.1	8.6	3.8	-1.9	71.2	2.5	2.2	4.2	17.8	4.3
COc1cc(SC)ccc1C(=O)N1CCCc2ccccc21	-4.4	-9.9	-58.5	-2.5	3.3	1.4	3.7	5.6	36.4	-1.5
COC(=O)c1ccc(C23CC4(C2)[C@H](CN(Cc2ccc(C(F)(F)F)cc2)[C@@H]4c2ccccc2)C3c2ccccc2)cc1 (some centres undefined)	/	-10.6	/	-0.1	8.6	-4.8	/	-0.1	13.2	-7.6
Cc1cccc(NC(=S)NNC(=O)Cc2ccccc2)c1	2.4	-6.2	-20.8	-0.1	-0.6	10.8	0.9	0.8	9.3	-0.2
CO/N=C/Cc1c([N+](=O)[O-])c(C)nn1C	1.9	6.4	-20.2	-0.1	18.6	4.4	-3.1	-9.1	7.0	-1.5
Cc1nn(-c2ccccc2)c2c1C(=O)N(c1ccccc1)C(=O)C(C)(C)C2	0.6	27.8	-12.0	-0.6	15.6	-0.6	2.8	5.4	2.8	3.3
COC(=O)C1(S(=O)(=O)c2ccc(C)cc2)CCOCC1	0.8	1.7	-3.9	/	15.7	5.7	-4.3	-7.4	-5.3	-3.5
CC(=O)/C(=C(/O)c1ccccc1)c1nc2ccccc2[nH]1	-3.0	5.0	-16.5	2.0	/	3.5	2.5	-3.1	-38.6	3.0
COc1ccc(C(C(=O)NC(C)(C)C)N(Cc2ccco2)C(=O)CCC(=O)Nc2cc(C)on2)cc1 (centres undefined)	2.8	6.5	4.7	-0.3	0.9	2.2	0.1	1.1	5.9	1.7
O=C(Cc1cccs1)Nc1ccc(F)cc1F	-2.8	-1.9	-37.9	-0.4	9.5	-0.8	0.6	10.9	-5.5	-6.5
Cc1cc(C(=O)NNC(=S)NCc2ccco2)n(C)n1	3.1	-11.7	0.1	-0.5	7.4	-0.4	-3.6	-7.6	-17.5	-3.3
CCCc1cc(=O)oc2cc(C)cc(OC(C)C(=O)NCCCn3ccnc3)c12 (centres undefined)	-3.1	10.4	-20.2	-0.1	0.6	2.7	-0.7	-1.1	6.7	-1.2
CCCCN(CCCNC(=O)Cn1ncc2ccsc2c1=O)Cc1ccccc1	-1.8	16.2	-34.4	0.0	-2.5	-4.8	4.3	-12.6	-13.1	-0.1
COCCCNC(=O)c1ccc2c(c1)OCO2	-3.9	0.0	-24.6	0.2	18.4	0.8	-4.1	-1.7	-17.0	-6.7
CC(C)(Oc1ccc(Cl)cc1)C(=O)OCc1nc2ccsc2c(=O)[nH]1	/	25.2	/	-0.1	16.1	-1.9	/	-0.4	-12.6	5.4
CN1CCc2nc(SCC(=O)Nc3ccc(OC(F)(F)F)cc3)c(C#N)c(-c3cccs3)c2C1	2.3	46.1	5.3	-0.6	51.7	3.4	-7.3	30.9	16.9	13.0
CCCCOc1c(Br)cc(/C=C2\N=C(C)OC2=O)cc1OCC	-4.3	6.6	-35.5	/	14.3	11.3	-2.3	-4.4	13.9	-2.5
CCOC(CNC(=O)CN1C(=O)COc2ccc(S(=O)(=O)N3CCOCC3)cc21)OCC	2.0	-7.4	-7.1	-0.1	12.9	2.9	-2.9	6.5	-3.9	-3.3
Cc1c(C(=O)N(C)Cc2ccc(OC(F)F)cc2)oc2ccccc12	-1.5	7.0	-16.8	1.1	0.2	-14.2	2.8	-8.8	9.6	11.6
COc1ccc(-c2nc3ccccn3c2CN2CCN(c3ccccc3F)CC2)cc1	2.5	-7.5	-2.5	1.2	3.8	-10.7	0.5	7.0	-76.3	-7.5

Following part:
mol	HSP90 refold inh	HSF-1 act	KLF5 inhibitor	HIF activator	AI-2 QS mod	Platelet DG rel	IEC-6 cytotox	SKKanGAS inh	aSyn 5UTR inh	HSF1 inhib
Nc1nonc1-n1nnc(C(=O)N/N=C\c2cccc(Cl)c2)c1CN1CCOCC1	1.2	-5.0	8.0	-0.9	/	2.6	1.6	1.4	4.6	-2.1
Nc1ccc(S(=O)(=O)NC2(C(F)(F)F)NC(=O)N(c3ccccc3F)C2=O)cc1 (centres undefined)	-0.1	13.7	1.1	2.7	11.4	-36.8	-5.1	0.6	-8.3	18.9
CC1(C)N=C(c2ccc(Cl)cc2Cl)C(=O)N1	-2.1	4.3	-13.1	-0.4	3.9	10.0	-6.6	6.1	5.6	1.4
CCOc1ccc(CSC(=N)N)cc1	0.3	-3.7	-12.6	0.1	19.0	-1.8	6.5	0.7	-22.4	-7.5
CC(=O)c1cccc(NC(=O)C2CCCN(S(=O)(=O)c3cccc4nonc34)C2)c1 (centres undefined)	-0.8	0.3	18.1	-2.3	-6.7	0.5	-2.3	2.2	0.6	2.9
CCCCn1c(N)c(N(CC(C)C)C(=O)c2cc(-c3ccc(F)cc3)nc3ccccc23)c(=O)[nH]c1=O	/	14.3	/	-0.3	-15.7	-24.9	/	37.4	9.9	4.6
Cc1c(-n2c(-c3ccccc3)nc3ccccc3c2=O)c(=O)n(-c2ccccc2)n1C	0.3	4.0	12.1	-0.5	13.6	0.9	2.4	-2.7	-9.1	2.9
CCOC(=O)/C(=N\Nc1ccccc1Cl)N(C)C1CCCCC1	-2.1	-20.0	7.4	0.2	27.6	3.8	0.7	27.3	2.7	-9.4
CCn1c(SCC(=O)Nc2cc(NC(C)=O)ccc2OC)nnc1-c1cccnc1	-2.8	-14.2	12.4	-0.3	12.9	16.2	5.1	-5.2	5.3	-2.0
COc1cccc(N2CCN(S(=O)(=O)c3cn(C)cn3)CC2)c1	0.3	2.8	-4.8	-0.3	26.3	-2.5	0.8	-1.0	9.5	-10.1
CC(C)CC(C(=O)Nc1oc(-c2ccccc2)c(-c2ccccc2)c1C#N)N1C(=O)c2ccccc2C1=O (centres undefined)	6.1	1.6	-20.1	0.2	/	-0.3	6.2	8.3	14.1	0.7
O=C(NC(N1CCOCC1)C(Cl)(Cl)Cl)c1ccccc1Cl (centres undefined)	-0.8	-5.0	-4.7	1.4	12.9	-3.4	0.8	-5.4	3.3	-1.0
COc1ccccc1N1CCN(C(=O)c2c(C)noc2C)CC1	0.2	0.6	-0.7	-0.2	11.1	6.1	-0.9	-4.1	12.4	-1.4
CC(C(=O)NCCN1C(=O)S/C(=C\c2cccnc2)C1=O)N1C(=O)c2ccccc2C1=O (centres undefined)	-9.1	0.9	0.7	-0.7	8.2	7.3	4.2	-0.2	3.9	-10.4
Cc1cccn2c(=O)c3cc(S(=O)(=O)c4ccccc4)c(=N)n(CC4CCCO4)c3nc12 (centres undefined)	1.5	-1.1	-17.0	0.6	-4.8	3.4	-0.8	4.8	-1.9	-1.5
Cn1ccnc1SCCNC(=O)CCc1nnc(CCCCc2ccccc2)o1	-1.4	-7.0	-10.0	-0.1	-10.8	-0.5	1.6	0.4	13.6	1.6
O=C(NCCc1ccc(Cl)cc1)C1CCCN1C(=O)Nc1ccccc1 (centres undefined)	4.6	-0.1	-7.8	-0.2	13.9	-8.5	2.8	-5.7	-8.6	5.9
N#Cc1cc(-c2ccc(Cl)cc2)cnc1Sc1ccccc1	1.4	-0.5	-7.8	0.1	-0.9	2.3	-0.5	12.1	-8.7	2.5
CCOc1ccc(-c2cc(C(=O)N/N=C/c3ccc(O)cc3)c3ccccc3n2)cc1	/	2.5	/	-0.7	29.3	-11.2	/	12.8	5.2	5.4
CN1C(=O)SC(Nc2ccc(F)cc2)C1=O (centres undefined)	-0.7	2.8	2.0	-0.3	14.5	4.0	-1.3	5.1	11.9	4.9
